Source: PubChem (National Center for Advancing Translational Sciences (NCATS))
GLP1R inv ag = qHTS of GLP-1 Receptor Inverse Agonists (Inhibition Mode). HEK293 GLP-1R CRE-luciferase, luminescence, 24 h; GLP-1R form is constitutively active. 410,000 compounds, 1.6% hits. Glucagon-like peptide 1 receptor (Homo sapiens), P43220. Potency, µM (titrated, usually from 38.3 µM), for inactives: at the top dose activity change, negative = inhibition, most hits filed as inhibitors; note: potency is the fitted concentration of half-maximal effect; % is set by controls: 0 for no effect and ±100 for the full control effect; nearly all actives have a fitted effect of over 55% in size
Target sequence (P43220 whole entry, looked up): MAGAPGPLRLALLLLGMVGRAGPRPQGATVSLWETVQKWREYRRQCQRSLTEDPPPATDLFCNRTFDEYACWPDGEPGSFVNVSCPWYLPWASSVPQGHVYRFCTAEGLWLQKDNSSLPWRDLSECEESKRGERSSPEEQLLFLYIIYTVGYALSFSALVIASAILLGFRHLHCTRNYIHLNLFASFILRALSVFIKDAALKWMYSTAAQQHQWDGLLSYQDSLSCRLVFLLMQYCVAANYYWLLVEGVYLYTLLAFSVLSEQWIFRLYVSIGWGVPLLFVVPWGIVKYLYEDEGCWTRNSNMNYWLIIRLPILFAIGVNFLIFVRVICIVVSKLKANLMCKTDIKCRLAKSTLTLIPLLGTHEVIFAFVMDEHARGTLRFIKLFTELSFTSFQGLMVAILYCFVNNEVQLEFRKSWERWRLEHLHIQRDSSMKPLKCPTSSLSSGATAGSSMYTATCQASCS
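Luminescence readout: a drop in cAMP-driven luciferase signal flags inverse agonism at a constitutively active GLP-1R stably expressed in HEK293. Compound exposure lasted 24 hr at 37 deg C, 5% CO2.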
GLP-1R agonist = qHTS of GLP-1 Receptor Agonists; HEK293 GLP-1R CRE-luciferase, luminescence, 4-6 h; cells express a hypersensitive GLP-1R form; AID 624172, 2012; Potency, µM (top dose mostly 45.6 µM), without a hit: at the highest dose activation, most hits filed as activators; Glucagon-like peptide 1 receptor (Homo sapiens), P43220; 380,000 compounds, 0.007% hits; note: potency is the fitted concentration of half-maximal effect; % of control where 0% means no effect
PTHR1 ag = qHTS for PTHR1 Agonists: Primary Screen; Parathyroid hormone/parathyroid hormone-related peptide receptor (Homo sapiens), Q03431; HEK293 GP2 PTHR1 cells, GloSensor cAMP luminescence, 1 h; Potency, µM (titrated, usually from 115 µM), for the others: top-dose activation, actives largely listed as activators; 410,000 compounds, 0.075% hits; note: potency is the fitted concentration of half-maximal effect; nearly all actives have a fitted effect of over 55% in size; some results filed as inactive show a strong effect at the top dose; inactives centre near -15; many of its hits are not listed in these tables
Target sequence (Q03431 whole entry, looked up): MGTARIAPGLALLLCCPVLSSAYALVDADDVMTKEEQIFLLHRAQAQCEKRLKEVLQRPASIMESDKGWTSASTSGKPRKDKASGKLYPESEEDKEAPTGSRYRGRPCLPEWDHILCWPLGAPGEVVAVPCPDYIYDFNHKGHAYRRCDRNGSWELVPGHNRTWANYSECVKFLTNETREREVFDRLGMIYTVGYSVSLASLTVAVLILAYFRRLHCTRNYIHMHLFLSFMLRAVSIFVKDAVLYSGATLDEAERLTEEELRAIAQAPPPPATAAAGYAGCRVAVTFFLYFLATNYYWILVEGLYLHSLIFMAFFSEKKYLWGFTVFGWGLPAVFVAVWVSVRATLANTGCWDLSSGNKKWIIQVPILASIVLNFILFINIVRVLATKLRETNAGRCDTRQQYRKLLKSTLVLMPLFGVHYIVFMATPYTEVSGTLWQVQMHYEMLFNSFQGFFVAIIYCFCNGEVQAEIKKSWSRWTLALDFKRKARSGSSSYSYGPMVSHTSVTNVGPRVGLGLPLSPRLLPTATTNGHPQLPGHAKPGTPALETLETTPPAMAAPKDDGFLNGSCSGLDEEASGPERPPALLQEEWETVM
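HEK-293-derived GP2 cells expressing PTHR1 and a GloSensor cAMP reporter, 3,000/well, plated overnight, given luciferin plus IBMX (each 0.5 mM as added) for 1 h at 37 °C, then compound for 1 h at 37 °C. Luminescence was read after 15 min at room temperature.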
GLP1R cytotox = qHTS of GLP-1 Receptor Inverse Agonists: Cytotox Screen; HEK293 cAMP-luciferase reporter cells, luminescence, 24 h; Potency, µM (series often up to 38.3 µM), without a hit: at the top dose activity change, negative = inhibition, hits mostly inhibitors; 410,000 compounds, 0.13% hits;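 note: loss of luciferase light is scored as toxicity; potency is the fitted concentration of half-maximal effect; % is set by controls: 0 for no effect and ±100 for the full control effect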
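To flag toxic compounds, the library was rerun on cells for 24 hr at 37 deg C and 5% CO2. Viability-linked luminescence was captured 12 min after adding luciferase detection reagent.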
TDP43 rescue = qHTS of TDP-43 Inhibitors. TDP-43 expressing yeast growth rescue, BacTiter-Glo, 24 h. Potency, µM (titrated, usually from 46.1 µM), inactives show at the highest dose growth rescue (activation), actives largely listed as activators. 410,000 compounds, 1.8% hits; note: potency is the fitted concentration of half-maximal effect; % of control where 0% means no effect; nearly all actives have a fitted effect of over 50% in size
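Luminescence from BacTiter-Glo reports growth of TDP-43-expressing yeast after 24 hr at 30 deg C with compound. Cells were raffinose-pregrown to mid-log, then seeded in galactose medium at OD600=0.02.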
KB-V1 MDR tox = qHTS assay for MDR1-selective chemotherapeutics: Primary screen using the drug-selected MDR subline cells KB-V1; KB-V1 MDR cells viability, CellTiter-Glo, 72 h; Potency, µM (titrated, usually from 46.1 µM), without a hit: top-dose activity change, negative = cytotoxicity, usual class: cytotoxic; 400,000 compounds, 3.4% hits; AID 1347076, 2019; note: potency is the fitted concentration of half-maximal effect; % is set by controls: 0 for no effect and ±100 for the full control effect; nearly all actives have a fitted effect of over 60% in size
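Luminescent ATP read-out (CellTiter-Glo, 10 min) measures survival of drug-selected KB-V1 MDR cells after 72 h, 37 degrees C compound exposure. Medium: phenol-red-free DMEM, 10% FBS. Values from fitted concentration-response curves.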
D3 ag = qHTS of D3 Dopamine Receptor Agonist: qHTS. D3R DiscoveRx beta-arrestin cells, luminescence, 90 min. 410,000 compounds, 0.58% hits. max activation, %. D(3) dopamine receptor (Homo sapiens), P35462. AID 652048, 2013; in the data active = max activation above about 30%; note: 0% is about no effect; mostly tested at two doses, the higher about 12 µM
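Agonist mode: compounds and dopamine controls were applied to plated cells for 90 min at 37 degrees C after an overnight attachment at 1500 cells/well. Luminescent read-out followed 30 - 60 minutes at room temperature with DiscoveRx detection reagent.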
aSyn yeast inh = qHTS of alpha-syn Inhibitors; Yeast expressing alpha-synuclein, growth rescue, BacTiter-Glo, 24 h; Potency, µM (top dose mostly 46.1 µM), without a hit: at the highest dose growth rescue (activation), usual class: activators; 370,000 compounds, 0.14% hits; note: potency is the fitted concentration of half-maximal effect; % of control where 0% means no effect; nearly all actives have a fitted effect of over 65% in size
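Galactose-induced alpha-syn yeast (OD600=0.02, raffinose-pregrown) + pinned cpd, 24 hr, 30 deg C; growth by BacTiter-Glo luminescence. Growth restoration scores as activation.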
DRD3 antagonist = qHTS of D3 Dopamine Receptor Antagonist: qHTS; D(3) dopamine receptor (Homo sapiens), P35462; D3R cells, DiscoveRx beta-arrestin luminescence, antagonist mode; active compounds read low; max response, negative = inhibition, %; 360,000 compounds, 2.5% hits; AID 652054, 2013; in the data active = max response below about -50%; inconclusive = no clear call, values can overlap the other calls; note: % is set by controls: 0 for no effect and ±100 for the full control effect; mostly tested at two doses, the higher about 12 µM
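Cells expressing the human receptor were seeded at 1500 cells/well, incubated overnight at 37 degrees C in 5% CO2, then exposed to library compounds with dopamine controls for 90 minutes at 37 degrees C before luminescent detection.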
The depositor's hits bear a star; i = inactive; ? = inconclusive; . = not tested or not shown; [ ] = remark or other dose. Unless noted, calls come from the whole dose curve; as a rule, active = well fitted curve in the direction sought with a large enough effect; inconclusive = small, poorly fitted or top-dose-only effect, or another doubt; inactive = no such curve, though single readings can be large; an effect the other way counts as inactive or inconclusive. Some of the compounds tested (hit frequency here may not be typical).

cpd	Compound	GLP1R inv ag	GLP-1R agonist	PTHR1 ag	GLP1R cytotox	TDP43 rescue	KB-V1 MDR tox	D3 ag	aSyn yeast inh	DRD3 antagonist
1	COc1ccc(Cc2nnc(NC(=O)C(C)C)s2)cc1	30.1%[activator]	11.4%	i	18.1%	-14.5%	-0.9%	-1.4	0.9%	-15.4
2	Cc1cc(C)nc(NC=C2C(=O)OC(C)(C)OC2=O)n1	10.5%	-8.3%	-2.7%	-7.0%	8.4%	19.7%	0.1	0.4%	32.4
3	COCCCn1c(SCC(N)=O)nnc1-c1ccccc1	10.0%	-10.9%	-8.3%[57.5 µM]	0.4%	-20.3%	0.0%	6.0	-4.6%	5.0
4	N/C(=N\OC(=O)c1cccc(Cl)c1)c1cccnc1	9.0%	-3.0%	-13.8%[57.5 µM]	0.4%	?	15.2%	2.0	3.6%	-0.1
5	O=C(O)c1cccc(-n2cccc2/C=C2/NC(=O)N(c3cccc(Cl)c3)C2=O)c1	1.7%	0.1%	-41.4%	-2.2%	-21.7%	18.4%	-7.1	-2.6%	-9.9
6	Cc1nc2c(OCc3cc(Cl)cc(Cl)c3)cccn2c1N(C)C(=O)CCC1CCCC1	?	-0.5%	-36.4%[inhibitor]	8.2%	35.5µM*	?	0.6	-44.2%[inhibitor]	?
7	O=C(NC1(C(F)(F)F)C(=O)Nc2c1c(=O)[nH]c(=O)n2Cc1ccccc1)c1ccc(Cl)cc1 (stereo not given)	0.9%	0.3%	-10.7%	9.9%	12.6%	-2.4%	-2.3	0.9%	0.0
8	Cc1cc(Cl)ccc1-c1nc(NC(C)C)nc2ccsc12	?	-8.0%	24.6%	10.1%	35.5µM*	4.9%	-3.6	?	-0.5
9	CC(C)(C)c1ccc(S(=O)(=O)N2CCN(CC(=O)N3CC(=O)Nc4ccccc43)CC2)cc1	-29.6%	11.2%	-20.5%	3.8%	9.5%	0.0%	0.3	1.1%	9.8
10	COc1cc(C(=O)OCCCN2CCOCC2)cc(OC)c1OC	0.1%	2.1%	i	?	5.0%	-11.7%	0.4	4.6%	12.3
11	COc1ccc(OC)c(NC(=O)c2ccc(S(=O)(=O)N3CCN(C)CC3)cc2)c1	0.0%	-5.3%	i	0.5%	1.5%	-5.9%	0.0	3.5%	11.8
12	COc1ccc2cc(S(=O)(=O)c3ccccc3)c(=O)oc2c1	-6.2%	5.3%	-2.7%	33.9%[activator]	-7.4%	?	-4.0	15.3%	-8.5
13	CCn1ncc(C(=O)Nc2ccc(F)cc2)c1C	14.1%	1.8%	-4.4%	-8.8%	-1.9%	-2.1%	6.4	-16.6%	1.5
14	N=c1n(N)c2ccccc2n1CC(=O)c1ccc(Br)cc1	?	1.3%	-7.3%	?	-23.1%	-14.9%	-9.7	-1.4%	-23.7
15	CCc1c(C)c2ccc(O)c(CN3CCN(c4cc(Cl)ccc4C)CC3)c2oc1=O	9.7%	.	-16.0%	-0.7%	17.0%	2.9%	5.2	.	.
16	COc1ccc(/C=C/C(=O)Nc2cccnc2Cl)cc1	15.7%	1.6%	-18.8%	-0.7%	5.1%	15.5%	3.5	-3.9%	8.3
17	CCOc1cc(C(=O)Nc2ccc(S(=O)(=O)NC3=NCCCCC3)cc2)cc(OCC)c1OCC	?	-1.3%	i	-9.1%	-1.6%	-4.4%	1.3	-0.7%	-2.1
18	Cc1ccc(CNC(=O)CCS(=O)(=O)c2cc3c(cc2Cl)NC(=O)CO3)o1	7.6%	2.5%	-2.9%	3.4%	23.5%	4.9%	-4.1	-2.8%	-9.0
19	CCN(CC)S(=O)(=O)c1ccc(N2CCOCC2)c(NC(=O)c2cccc3ccccc23)c1	0.1%	16.8%	-66.8%[inhibitor]	-7.9%	-2.0%	-0.1%	-7.9	1.2%	12.8
20	CSc1nc2ccccc2n1CC(=O)Nc1ccccc1	-4.4%	-12.8%	-20.8%[57.5 µM]	2.8%	-5.0%	0.2%	-0.3	-7.6%	-17.0
21	CCC1=C(c2ccc(C)cc2)S(=O)(=O)N=C1N1CCC(C(=O)NCc2ccc(C)cc2)CC1	?	.	-34.7%[inhibitor]	-21.4%	17.7%	-12.9%	-15.2	.	.
22	COc1ccccc1N1C(=O)[C@@H]2[C@H](C1=O)[C@H](C(=O)c1ccc(OC(C)=O)cc1)N1N=CC=C[C@@H]21	19.1%	-1.9%	i	3.3%	-1.1%	5.5%	-3.9	3.9%	7.7
23	COc1ccc(C(C)=O)cc1CSc1nc(NCc2ccc(Cl)cc2)c2ccccc2n1	6.9%	.	-10.3%	2.5%	-6.5%	.	-9.3	.	.
24	COc1ccc(N2CCN(C(=O)Cc3ccc(Br)cc3)CC2)cc1	?	-1.7%	-26.8%	-5.6%	23.9%	20.6µM*	1.6	10.5%	-9.7
25	COc1ccc(C(CC(=O)N2CCOCC2)c2c(OC)cc(OC)c3ccc(=O)oc23)cc1 (stereo not given)	9.6%	-1.5%	i	-12.4%	10.5%	0.0%	17.4	-12.9%	6.1
26	CCOc1ccc(NC(=O)N(O)C2(C#N)CCCCC2)cc1	12.3%	-0.4%	i	-10.9%	19.6%	1.6%	-1.9	-2.0%	-1.9
27	COc1ccc(Cl)cc1N(CC(=O)NCC(C)C)S(=O)(=O)c1ccc(C)c([N+](=O)[O-])c1	1.8%	3.6%	-24.4%	-4.4%	4.6%	-7.2%	9.5	-3.6%	10.1
28	COc1ccc(CC(=O)NC2=NCCS2)cc1	15.8%	-6.5%	i	0.6%	14.4%	24.0%	-1.6	-0.1%	-14.9
29	CCOC(=O)c1nn(-c2ccc(F)cc2)c(C)c1C(C)=O	15.5%	8.7%	i	13.4%	15.2%	15.3%	1.8	-0.4%	16.6
30	COc1ccc(-c2csc(N(CC(C)C)C(=O)c3ccco3)n2)cc1	?	5.1%	-16.0%	22.8%	1.8%	11.6%	11.2	-5.4%	13.7
31	Cc1nnc(SCC(=O)Nc2cccc(N)c2)n1-c1ccccc1	-18.4%	-3.4%	i	-17.5%	7.2%	-3.1%	8.4	8.9%	9.9
32	O=C(O)CCCN1C(=O)/C(=C/C=C/c2ccco2)SC1=S	-3.6%	0.0%	i	?	-7.7%	13.2%	-5.4	17.8%	-27.7

Molecules above that have a COOH group:
cpd	Compound	GLP1R inv ag	GLP-1R agonist	PTHR1 ag	GLP1R cytotox	TDP43 rescue	KB-V1 MDR tox	D3 ag	aSyn yeast inh	DRD3 antagonist
5	O=C(O)c1cccc(-n2cccc2/C=C2/NC(=O)N(c3cccc(Cl)c3)C2=O)c1	1.7%	0.1%	-41.4%	-2.2%	-21.7%	18.4%	-7.1	-2.6%	-9.9
32	O=C(O)CCCN1C(=O)/C(=C/C=C/c2ccco2)SC1=S	-3.6%	0.0%	i	?	-7.7%	13.2%	-5.4	17.8%	-27.7

The list continues:
cpd	Compound	GLP1R inv ag	GLP-1R agonist	PTHR1 ag	GLP1R cytotox	TDP43 rescue	KB-V1 MDR tox	D3 ag	aSyn yeast inh	DRD3 antagonist
33	CCOc1ccccc1NC(=O)C(c1ccccc1)N1Cc2ccccc2C1=O (stereo not given)	-21.8%	.	-1.4%	-8.6%	23.7%	.	-7.9	.	.
34	Cn1ncc2c(NCc3ccc(F)cc3)ncnc21	3.3%	.	i	-0.1%	21.5%	-1.3%	8.4	.	.
35	NC(=O)c1ccsc1NC(=O)COC(=O)c1ccccc1F	5.2%	-7.3%	-35.8%[inhibitor]	0.5%	0.9%	6.0%	-9.4	-0.3%[1.84 µM]	-25.9
36	CN(CC(=O)Nc1ccccc1Cl)C(=O)COC(=O)/C=C/c1cccc(C(F)(F)F)c1	10.4%	-2.4%	-56.7%	-30.5%	18.6%	0.3%	0.7	1.1%	31.6
37	Cc1ccc(S(=O)(=O)N[C@H](C(=O)OCC(=O)NC(=O)C2CCCCC2)C(C)C)cc1	-6.7%	1.2%	-10.4%	2.1%	5.2%	.	-0.8	12.8%	6.4
38	O=C(CN1CCN(Cc2ccc(Cl)cc2)CC1)N/N=C/c1c[nH]c2ccccc12	?	9.3%	i	-16.4%	5.7%	-1.4%	-10.0	-3.8%	2.2
39	CS(=O)(=O)c1ccc(Cl)c(NC(=O)CCCSc2ccccc2)c1	-29.9%	13.5%	-4.8%	?	25.2%	1.4%	10.1	5.7%	-14.5
40	C/C(=N/NC(=O)CN1CCN(S(=O)(=O)c2ccc(Br)cc2)CC1)c1ccco1	5.1%	13.3%	-6.9%	-3.2%	27.3%	?	7.4	1.8%	7.7
41	COc1ccc(CCNC(=O)CC2Nc3cc(C)c(C)cc3NC2=O)cc1OC (stereo not given)	0.5%	-0.2%	-14.1%[57.5 µM]	8.8%	15.0%	-26.4%	3.6	3.2%	-9.7
42	CCOc1ccc(-c2nc(SCC(=O)Nc3ccc4c(c3)OCCO4)c(-c3ccc(F)cc3)[nH]2)cc1	6.9%	.	3.7%	-8.9%	9.7%	?	3.2	.	.
43	Cc1c(-c2ccccc2)nc(-c2ccccc2)[nH]c1=O	89.7%[activator]	18.8%	3.2%	-13.5%	6.7%	?	-1.0	-1.5%	?
44	CC1Sc2ccc(S(=O)(=O)N3CCC(C(=O)NCC(C)c4ccccc4)CC3)cc2NC1=O (stereo not given)	?	-5.3%	-27.9%	0.6%	-8.7%	-1.7%	-3.5	1.7%	6.4
45	COc1ccccc1C(=O)COC(=O)COc1ccc(C#N)cc1	0.5%	-0.1%	i	-16.9%	5.5%	13.9%	7.7	15.0%	2.0
